Pf apPOL block: Pf-apPOL inhibitors, biochemical, fluorescence; inhibition, % at 10 µM; Plasmodium falciparum apicoplast DNA polymerase (apPOL); Recombinant Pf-apPOL, molecular beacon fluorescence, 1.5 h; 210,000 compounds, 0.25% hits; AID 1794808, 2022
mHTT-CaM PPI inh: mutant huntingtin-calmodulin interaction inhibitors – biochemical, AlphaScreen, primary screen. AlphaScreen His-mHTT/GST-CaM binding, luminescence. P42858. inhibition, % at 15 µM. 190,000 compounds, 3.6% hits. AID 1671202, 2021;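 also: 0% = both proteins with DMSO and 100% = one protein alone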
Target sequence (P42858 whole entry, looked up, stated change not applied): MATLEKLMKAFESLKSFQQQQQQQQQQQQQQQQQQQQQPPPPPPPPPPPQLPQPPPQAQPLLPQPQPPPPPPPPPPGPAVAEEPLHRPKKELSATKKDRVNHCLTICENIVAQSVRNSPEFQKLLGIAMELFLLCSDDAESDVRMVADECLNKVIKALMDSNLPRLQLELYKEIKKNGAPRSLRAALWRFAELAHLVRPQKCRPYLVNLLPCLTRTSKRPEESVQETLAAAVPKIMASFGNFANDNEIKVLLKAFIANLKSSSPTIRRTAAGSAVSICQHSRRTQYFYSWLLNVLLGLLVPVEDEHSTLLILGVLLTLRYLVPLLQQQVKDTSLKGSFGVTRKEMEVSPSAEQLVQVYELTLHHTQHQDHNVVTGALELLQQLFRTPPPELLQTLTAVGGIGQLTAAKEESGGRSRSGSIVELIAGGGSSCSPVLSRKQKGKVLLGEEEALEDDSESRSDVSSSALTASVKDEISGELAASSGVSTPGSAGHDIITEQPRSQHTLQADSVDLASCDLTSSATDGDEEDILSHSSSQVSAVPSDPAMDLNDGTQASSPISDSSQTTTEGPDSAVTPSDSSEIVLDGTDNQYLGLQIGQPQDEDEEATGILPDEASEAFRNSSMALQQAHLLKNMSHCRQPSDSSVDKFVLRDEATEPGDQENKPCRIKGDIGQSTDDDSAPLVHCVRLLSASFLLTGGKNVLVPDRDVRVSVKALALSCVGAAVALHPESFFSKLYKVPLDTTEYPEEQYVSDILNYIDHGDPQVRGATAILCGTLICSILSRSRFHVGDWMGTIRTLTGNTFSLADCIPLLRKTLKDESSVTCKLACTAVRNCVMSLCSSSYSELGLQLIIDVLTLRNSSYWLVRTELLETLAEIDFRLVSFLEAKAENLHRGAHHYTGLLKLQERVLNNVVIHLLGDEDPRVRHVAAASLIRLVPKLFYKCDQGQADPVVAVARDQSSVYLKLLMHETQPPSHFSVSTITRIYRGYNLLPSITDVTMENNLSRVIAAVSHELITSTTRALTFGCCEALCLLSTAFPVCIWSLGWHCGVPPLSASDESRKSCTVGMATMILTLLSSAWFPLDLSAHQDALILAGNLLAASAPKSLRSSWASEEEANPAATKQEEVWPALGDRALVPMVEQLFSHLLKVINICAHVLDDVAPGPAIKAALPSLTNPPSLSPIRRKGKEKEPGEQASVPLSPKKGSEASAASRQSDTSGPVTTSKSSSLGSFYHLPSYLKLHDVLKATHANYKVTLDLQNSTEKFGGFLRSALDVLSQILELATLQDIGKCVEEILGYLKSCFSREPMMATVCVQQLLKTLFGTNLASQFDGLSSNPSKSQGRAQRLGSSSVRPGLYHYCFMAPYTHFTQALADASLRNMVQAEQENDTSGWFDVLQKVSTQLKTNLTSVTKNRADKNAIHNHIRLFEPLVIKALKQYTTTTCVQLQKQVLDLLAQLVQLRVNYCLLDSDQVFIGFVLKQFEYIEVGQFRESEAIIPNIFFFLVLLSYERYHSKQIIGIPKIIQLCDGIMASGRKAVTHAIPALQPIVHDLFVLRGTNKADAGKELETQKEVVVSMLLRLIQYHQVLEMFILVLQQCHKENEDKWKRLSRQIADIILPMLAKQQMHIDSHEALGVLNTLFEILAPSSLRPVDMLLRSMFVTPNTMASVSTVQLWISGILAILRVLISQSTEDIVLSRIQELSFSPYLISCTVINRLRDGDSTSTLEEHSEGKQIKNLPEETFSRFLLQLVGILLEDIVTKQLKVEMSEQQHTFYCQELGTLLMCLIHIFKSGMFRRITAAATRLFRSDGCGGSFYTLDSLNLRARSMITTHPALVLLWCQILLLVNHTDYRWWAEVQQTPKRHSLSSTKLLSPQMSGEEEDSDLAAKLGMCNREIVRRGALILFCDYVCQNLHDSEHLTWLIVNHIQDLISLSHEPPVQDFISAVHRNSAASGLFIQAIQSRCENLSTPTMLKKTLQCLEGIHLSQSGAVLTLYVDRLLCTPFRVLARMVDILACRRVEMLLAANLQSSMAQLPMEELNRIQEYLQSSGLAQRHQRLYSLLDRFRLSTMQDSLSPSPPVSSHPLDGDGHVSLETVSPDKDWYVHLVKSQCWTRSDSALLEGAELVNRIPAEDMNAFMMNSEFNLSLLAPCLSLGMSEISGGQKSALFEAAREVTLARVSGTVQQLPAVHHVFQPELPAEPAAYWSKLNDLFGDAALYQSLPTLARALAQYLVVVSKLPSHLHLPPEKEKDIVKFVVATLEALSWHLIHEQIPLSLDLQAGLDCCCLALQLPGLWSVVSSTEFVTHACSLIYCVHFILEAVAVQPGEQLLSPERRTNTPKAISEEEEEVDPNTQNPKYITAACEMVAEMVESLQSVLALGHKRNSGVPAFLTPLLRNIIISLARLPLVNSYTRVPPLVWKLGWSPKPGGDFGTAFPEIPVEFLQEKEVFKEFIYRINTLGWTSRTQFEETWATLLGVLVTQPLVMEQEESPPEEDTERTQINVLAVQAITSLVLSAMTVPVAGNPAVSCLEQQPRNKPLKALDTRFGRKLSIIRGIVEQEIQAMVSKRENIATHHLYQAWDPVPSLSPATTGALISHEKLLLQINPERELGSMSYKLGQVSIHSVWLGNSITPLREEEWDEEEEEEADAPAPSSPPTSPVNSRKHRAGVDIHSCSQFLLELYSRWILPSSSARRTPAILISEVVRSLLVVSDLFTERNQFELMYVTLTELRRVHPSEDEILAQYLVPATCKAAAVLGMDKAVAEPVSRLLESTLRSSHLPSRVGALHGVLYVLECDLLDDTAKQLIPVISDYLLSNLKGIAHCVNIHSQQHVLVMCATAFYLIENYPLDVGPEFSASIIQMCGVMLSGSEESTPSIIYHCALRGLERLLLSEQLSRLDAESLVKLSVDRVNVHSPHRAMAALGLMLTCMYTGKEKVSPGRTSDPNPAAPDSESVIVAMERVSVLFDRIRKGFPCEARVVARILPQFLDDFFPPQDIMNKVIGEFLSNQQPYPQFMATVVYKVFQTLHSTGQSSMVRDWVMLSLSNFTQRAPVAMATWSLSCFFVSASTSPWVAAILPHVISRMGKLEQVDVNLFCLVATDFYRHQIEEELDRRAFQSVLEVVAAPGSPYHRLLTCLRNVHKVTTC
* = called active by the depositor; . = not tested or not shown; & = joins results of further samples. Rule as the data show it: active = inhibition above about 50%; inactive = the rest.

SMILES | Pf apPOL block | mHTT-CaM PPI inh
CCN1c2cc(C(=O)NCc3ccc(OC)cc3)ccc2C(=O)N2CCCCC21 (centres undefined) | 0 | 15
O=C1CSC(c2ccc(F)c(F)c2)N1c1ccc(F)cc1 (centres undefined) | 1 | -2
CC(C)OCCCNC(=O)CC(C(=O)N1CCc2ccccc21)n1ccnc1 (centres undefined) | -7 | 18
O=[N+]([O-])c1cc(C(F)(F)F)ccc1NCCNC(=S)Nc1ccccc1 | 9 | .
COc1ccc(-c2cc(C(=O)NN)c3ccc(C)cc3n2)cc1OC | 1&-8 | .
C=CCN1[C@@H](CC(C)C)COc2c(Cl)cccc2S1(=O)=O | -2 | -52
C/C(=C\C(=O)c1cccnc1)Nc1ccccc1O | -2 | 2
Cc1nnc(NC(=O)c2cccc(C(=O)Nc3nnc(C)s3)n2)s1 | 1 | 2
COc1ccc(N2C(=O)C3C4C=CC(C)(O4)C3C2=O)cc1 (centres undefined) | -3 | 2
O=C(NC1CC1)C1=CCN(C(=O)Nc2ccccc2)CC1 | 1 | 14
CN(C)c1ccc(C2C=C(c3ccc(Cl)cc3)Nc3nnnn32)cc1 (centres undefined) | -6 | -9
Cc1cc(=O)oc(C)c1C(=O)NCC(C)CN1CCC(C)CC1 (centres undefined) | -11 | -1

Among those listed so far, these have fluorine.
SMILES | Pf apPOL block | mHTT-CaM PPI inh
O=C1CSC(c2ccc(F)c(F)c2)N1c1ccc(F)cc1 (centres undefined) | 1 | -2
O=[N+]([O-])c1cc(C(F)(F)F)ccc1NCCNC(=S)Nc1ccccc1 | 9 | .

The list continues:
SMILES | Pf apPOL block | mHTT-CaM PPI inh
O=C(Cc1cccs1)N1CCc2ccccc2C1 | 0 | 9
Cc1c(Br)c([N+](=O)[O-])nn1CC(=O)NC(C)C1CC2CCC1C2 (centres undefined) | . | 0
N#CC1=C(S)NC(O)(c2ccccc2)C([n+]2ccccc2)C1c1ccccc1F (centres undefined) | -1 | 56*
O=[N+]([O-])c1cccc(C2C=C(c3ccc(Br)cc3)Nc3nnnn32)c1 (centres undefined) | -4 | 12
O=c1c(N2CCOCC2)nnc2sc3ccccc3n12 | -4 | .
COc1ccc(/C=C2\N=C(c3ccc(C)cc3)OC2=O)cc1 | -1 | 4
O=C(c1cccc(S(=O)(=O)N2CCCCCC2)c1)N1CCN(c2ccccc2)CC1 | -5 | 20
Clc1ccc(OCc2nc(-c3ccncc3)no2)c(Cl)c1 | -2 | -14
O=C(Nc1cccnc1)c1ccc2c(c1)C(=O)N(C1CCCCC1)C2=O | 5 | 0
Cc1c(NC(=O)c2cc([N+](=O)[O-])nn2Cc2ccccc2)c(=O)n(-c2ccccc2)n1C | -11 | 2
COc1ccc(N(CN2C(=O)c3ccccc3C2=O)C(=O)C(F)(F)F)cc1 | 4 | -4
Cc1cc(N2C=C(C#N)S(=O)(=O)c3ccccc32)ccc1Br | 0 | -1
CCOC(=O)c1csc(CS(=O)(=O)Cc2ccco2)n1 | 22 | .
CC1(C(=O)NC2CCCC2)CCC(=O)N1C1CCCCC1 (centres undefined) | -4 | -7
Cc1cc2nn(CC(=O)NCc3ccco3)c(=O)n2c(Nc2ccc(C)c(F)c2)n1 | 11 | 0
CCCCCNC(=O)c1c[nH]c2ccc(S(=O)(=O)N3CCC4(CC3)OCCO4)cc2c1=O | -1 | 6
CC(C)(C)n1nc2c(c1NC(=O)c1ccc(S(=O)(=O)N3CCCCC3)cc1)CS(=O)C2 (centres undefined) | -13 | 13
O=S1(=O)c2ccc(N3CCCC3)cc2Oc2ccccc2CN1Cc1cn(Cc2ccc(Cl)cc2)nn1 | -5 | -2
NS(=O)(=O)c1cccc(NC(=O)c2sccc2Cl)c1 | -13 | .
CC(C)CCNC(=O)C1(C)CCC(=O)N1Cc1ccccc1 (centres undefined) | 2 | 1
CCC1CCCCN1CCNC(=O)c1cc2c(s1)CN(C(C)C)C2 (centres undefined) | -5 | 1
COc1ccc2cc3cc(C(=O)NCc4ccc(F)cc4Cl)oc3nc2c1 | 1 | -6
CCOc1ccc(C2C(C#N)=C(N)Oc3nc[nH]c(=O)c32)cc1 (centres undefined) | -9 | -4
COC(=O)COc1ccc2c3c(c(=O)oc2c1)CCC3 | 5 | -3

A second format for 5 compounds above:
compound	Pf apPOL block	mHTT-CaM PPI inh
COc1ccc(-c2cc(C(=O)NN)c3ccc(C)cc3n2)cc1OC	1&-8	.
C=CCN1[C@@H](CC(C)C)COc2c(Cl)cccc2S1(=O)=O	-2	-52
C/C(=C\C(=O)c1cccnc1)Nc1ccccc1O	-2	2
Cc1nnc(NC(=O)c2cccc(C(=O)Nc3nnc(C)s3)n2)s1	1	2
COc1ccc(N2C(=O)C3C4C=CC(C)(O4)C3C2=O)cc1 (centres undefined)	-3	2

(further entries)
SMILES | Pf apPOL block | mHTT-CaM PPI inh
O=C(Nc1cccc(Cl)c1)Nc1ccc(N2CCOCC2)c(C(F)(F)F)c1 | -2 | -5
CCOc1cccc2cc(C(=O)Nc3nnc(-c4ccno4)o3)oc12 | 79* | 14
CCNC(=O)c1cc2c(=O)n3cc(C)ccc3nc2n(Cc2ccco2)c1=N | 1 | -2
CCc1nnc(NC(=O)Nc2cccc(OC)c2)s1 | -2 | -8
COc1ccccc1CC(=O)NCCc1ccccc1 | -2 | 63*
NC(=O)c1c(C(=O)O)no[n+]1[O-] | . | -2
COc1ccc(OC)c(C2C3=C(CCCC3=O)Nc3nc(-c4cccc(C)c4)nn32)c1 (centres undefined) | -1 | 42
Clc1cccc(Cl)c1-c1noc(CSc2nc3ccccc3s2)n1 | . | -4
c1ccc(-n2cnnc2C2CCCCN2Cc2ccoc2)cc1 (centres undefined) | 3 | 2
Cc1ccccc1CSc1nc2n(n1)C(c1ccc([N+](=O)[O-])cc1)C1=C(CCCC1=O)N2 (centres undefined) | -5 | 8
COCCNC(=O)Cn1nc([N+](=O)[O-])c(Br)c1C | 3 | -3
O=C(CSC1=NCCS1)Nc1nccs1 | -4 | 4
COc1cc(OC)cc(-n2nc(C(=O)Nc3cc(OC)ccc3OC)c3ccccc3c2=O)c1 | 2 | -1
Cc1ccc(S(=O)(=O)Nc2ccc(Cl)cc2)cc1[N+](=O)[O-] | -1 | 9
CC(NC(=O)c1cc(-c2ccncc2)cn1C)c1ccc(F)cc1 (centres undefined) | -4 | 17
COc1ccccc1NC(=O)c1ccc(Br)c(S(=O)(=O)N2CCCC2)c1 | 0 | 2
O=C(Nc1cccc([N+](=O)[O-])c1)C(Cc1ccccc1)N1C(=O)C2C3CCC(C3)C2C1=O (centres undefined) | -1 | 6
Cc1cc(C2CCCN2C(=O)Cc2cccs2)no1 (centres undefined) | 0 | 0
CCN(CC)CCNC(=O)c1cc(S(C)(=O)=O)ccc1OC | 2 | .
Cc1cc2oc(=O)cc(CN3CCC(C)CC3)c2c(C)c1Cl | -7 | 4
COc1ccc(Cc2nnc(NC(=O)c3ccccc3)s2)cc1OC | -2 | -7
CC(C)C(=O)NNC(=O)c1csc(-c2ncc(C(F)(F)F)cc2Cl)n1 | -21 | .
CC1C(c2ccc(N(C)C)cc2)NC(c2ccc(N(C)C)cc2)C(C)C1O (centres undefined) | -9 | 17
CN(C)c1ccc(C(=O)N2CCC(COc3ccc(C(=O)NC4CC4)cc3)CC2)cc1 | -4 | 21
Cc1ccc(NC(=O)Cc2cn(C)c3ccccc23)nc1 | -4 | 7
CCc1nnc(NC(=O)c2ccc(S(=O)(=O)N3CCCCC3C)cc2)o1 (centres undefined) | -5 | 26
CN(C)c1ccc(CN2CCCCC2)cc1 | 1 | -2
COc1ccc2nc(NC(=O)CC3COc4ccccc4NC3=O)sc2c1 (centres undefined) | -4 | 30
COCCCNC(=O)c1ccc(N(Cc2ccccc2Cl)S(C)(=O)=O)cc1 | -2 | -1
O=C(NC(=O)c1c(Cl)cc(Cl)nc1Cl)Nc1ccc(Cl)cc1 | 0 | -10
CC(C(=O)Nc1ccc(Br)cc1)n1cnc2ccccc2c1=O (centres undefined) | -7 | 0
O=C(NCCN1CCOCC1)C1CCN(c2nc3cccnc3s2)CC1 | -4 | -6
O=c1[nH]n(-c2cccc3cccnc23)c(=O)c2ccccc12 | -3 | 2
CCOc1c(Br)cc(/C=C2/SC(=O)N(C)C2=O)cc1OC | -4 | -3
Cc1nc(NCCNC(=O)C(c2ccccc2)c2ccccc2)cc(N2CCOCC2)n1 | -8 | -10
Cn1c(SCC(=O)NCc2ccco2)nc2c(-c3ccccc3)c[nH]c2c1=O | 1 | 2
Cc1cc(N2CCN(C(=O)c3c(F)cccc3F)CC2)c(F)cc1[N+](=O)[O-] | 6 | -3
O=C(Nc1cccc(Cl)c1)c1ccc([N+](=O)[O-])cc1Cl | 4 | 16
CC(C)c1ccc(NNC(N)=S)cc1 | 4 | .
CCOc1nc(C#N)nc(N2CCOCC2)n1 | . | -4
CC(=O)N1c2ccc(S(=O)(=O)NCc3ccc(C)cc3)cc2CC1C (centres undefined) | 3 | 0
COc1ccc(N2CC(C(=O)N(C)Cc3ccccc3)CC2=O)cc1 (centres undefined) | -5 | -2
COc1ccc(OC)c(CCNC(=O)C2=C(C)C(=O)OC23CCCCC3)c1 | 0 | -7
O=C(SC1=NCCc2ccccc21)c1ccccc1 | -7 | .
CCOc1ccc2c(c1)OC(=Cc1ccc(OS(C)(=O)=O)c(OC)c1)C2=O | -5 | -10
O=C(NC(c1ccccc1)c1ccccc1)c1ccccc1Cl | -6 | -2
O=C1CCC(=O)c2oc3ccc(Cl)cc3c2N1 | . | -7
O=C(O)c1cc(NC(=O)c2ccc(NC(=O)c3ccco3)cc2)cc(C(=O)O)c1 | -5 | -1

Rewritten with tabs: four of the compounds above
SMILES	Pf apPOL block	mHTT-CaM PPI inh
O=C(SC1=NCCc2ccccc21)c1ccccc1	-7	.
CCOc1ccc2c(c1)OC(=Cc1ccc(OS(C)(=O)=O)c(OC)c1)C2=O	-5	-10
O=C(NC(c1ccccc1)c1ccccc1)c1ccccc1Cl	-6	-2
O=C1CCC(=O)c2oc3ccc(Cl)cc3c2N1	.	-7

More results follow:
SMILES | Pf apPOL block | mHTT-CaM PPI inh
CC1(C)CC(=O)C(C=Nc2ccc(Cl)cn2)=C(O)C1 | -1 | -5
Cc1nc2c(C(=O)NCc3ccc(F)cc3)c[nH]n2c(=O)c1Cl | -7 | 18
CC1CCc2c(sc(NC(=O)c3sc4ccccc4c3Cl)c2C(N)=O)C1 (centres undefined) | 4 | -3
Cc1ccc(N2CCC(NC(=O)CC(C)(C)C)C2=O)cc1C (centres undefined) | 1 | -6
CC(=O)c1cccc(NC(=O)CN(C)c2nc3c(F)cccc3s2)c1 | -8 | -8
COc1ccc(C(=O)NCc2ccncc2)cc1[N+](=O)[O-] | -1 | 1
O=C(Nc1ccc2c(c1)OCO2)C(c1ccccc1)N1CCC2(CC1)OCCO2 (centres undefined) | 0 | 0
CN(C)c1ccc(NC(=O)c2ccc(Cl)cc2)cc1 | 7 | -1
O=C(Nc1ccccc1)Nc1cccc2nsnc12 | 2 | -84
COc1cc(OC)c(C2SCCN2S(=O)(=O)c2ccc(C)cc2)cc1OC (centres undefined) | -2 | 6
Cc1ccc(C2CC(=O)Oc3c(C(C)C)ccc(C)c32)cc1 (centres undefined) | -4 | -45
Cc1ccccc1NC(=O)CCC(=O)N1CCCn2nc(-c3cccn3C)cc21 | -2 | 31
Cc1ccc(C2C3=C(CC(C)(C)CC3=O)OC3=C2C(=O)CC(C)(C)C3)o1 | -4 | 1
Cc1ccc(C(=O)NCc2[nH]nc3ccccc23)cc1 | 1 | -5
Cc1csc(N)c1C#N | -12 | .
O=C(O)CSc1nnc(-c2ccc(Cl)cc2)n1-c1ccccc1 | -1 | -9
Cn1cccc1C1Nc2ccccc2NC2=C1C(=O)CC(C)(C)C2 (centres undefined) | 5 | 10
CC(C)(C)NC(=O)NCC(c1cccs1)N1CCc2ccccc2C1 (centres undefined) | -3 | -9
Cc1ccc(F)c(N2CCC(C(=O)NCc3ccc(F)cc3)C2=O)c1 (centres undefined) | -2 | -6
COc1cc(OC)cc(C(=O)N2CCC(c3ccncc3)CC2)c1 | -1 | -7
O=C(Nc1ccc(Br)cc1)c1cc(S(=O)(=O)NCc2ccccc2)ccc1Cl | 2 | 7
COc1cc(NC(=O)COc2ccc(Br)cc2C)cc(OC)c1 | -6 | -4
CCSC1=NSC2=NC(=O)/C(=C\c3cccnc3)C(=N)N12 | -2 | 6
COc1ccccc1-c1c(C#N)c(N)c(C#N)c2c1CCCC2 | -2 | -18
COc1ccc(OC)c(C(=O)c2ccc(C(=O)N3CCCC3)cc2)c1 | 1 | -1
Cc1c(C2N=C(N)Nc3nc4ccccc4n32)c2ccccc2n1C (centres undefined) | . | 15
CC1CN(S(=O)(=O)c2ccccc2)CC1c1nc(-c2ccncc2)no1 (centres undefined) | -6 | 0
Cc1ccccc1C(=O)N1CCCCC1CCN1CCCC1 (centres undefined) | -12 | -5
O=C(Nc1ccccc1)c1c(Br)sc2c1CCCC2 | -6&-2 | -13&2
CC(=O)NCCc1csc(C2CCN(C(=O)c3ccc(C(C)(C)C)cc3)CC2)n1 | -1 | 16
CCOc1cc(-c2nnc(-c3ccco3)o2)cc(OCC)c1OCC | 2 | 2
COCCCNC1C2CC3CC(C2)CC1C3 (centres undefined) | 9 | -10
Cc1ccc(C(=O)NC(CCC(=O)O)C(=O)O)o1 (centres undefined) | -4 | 0
O=C(Nc1ccc(Cl)cc1)c1cn2c(n1)CCCC2 | -7 | -8

Bioassay records as filed in PubChem.
